Bioassay records deposited in PubChem BioAssay by several laboratories.
INS promoter inh: inhibitors of insulin promoter-driven GFP, primary screen, imaging, TRM-6 cells (human fetal islet line), eGFP reporter, cell count | reporter expression induced with tamoxifen | inhibition, % at 2 µM | 130,000 compounds, 0.9% hits;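 active = inhibition above the mean plus 3 SD, with well images judged a real hit on visual review, cut at about 60% in these data, passing the limit was not always enough; inconclusive = inhibition over the cutoff but images rejected on review; inactive = inhibition not above the cutoff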
sdo1 growth: growth rescue of sdo1-depleted yeast, primary screen, S. cerevisiae, bone marrow failure model; S. cerevisiae sdo1-depleted JHY4D growth rescue, OD600 30 h; stronger effect = higher value; pdr5 snq2 efflux-pump mutant strain; z-score at 10 µM; 140,000 compounds, 0.21% hits; AID 817, 2007;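 active = z-score above 3 at both the 24 hr and the 30 hr optical density reads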;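 note: z-score against mean and SD of all compound wells on the same plate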
sdo1 growth Rescue 24 h: second read-out of sdo1 growth, no call of its own (marks repeat the call); z-score; S. cerevisiae sdo1-depleted JHY4D growth rescue, OD600; measured here: growth rescue at 24 h;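 0 is the plate mean of compound wells and units are plate SD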
Numbers without * were called inactive; ? = inconclusive; . = no result given.

| INS promoter inh | sdo1 growth Rescue 24 h | sdo1 growth | Compound |
| --- | --- | --- | --- |
| 27.5 | -1.74 | -1.28 | Cc1nc2ccccc2c(-c2ccccc2)c1C(=O)c1ccccc1 |
| . | -1.58 | -1.51 | COc1ccc(NC(=O)CCC(=O)N/N=C/c2ccc([N+](=O)[O-])s2)cc1 |
| -13.2 | -0.7 | 0.01 | COc1cc(C2C(C#N)=C(C)NC3=C2C(=O)CC(C)(C)C3)ccc1O (stereo unspecified) |
| -5.6 | -0.5 | -0.47 | CCOc1ccc(C(=O)NCC(c2cccs2)N(C)C)cc1 (stereo unspecified) |
| . | -1.17 | -1.76 | O=C(NNC1=Nc2cccc3cccc1c23)c1ccccc1Br |
| -5.3 | -1.54 | -1.74 | Cc1cc(-c2ccccc2)c2c3c(cn2n1)c(=O)n(C)c(=O)n3C |
| 2.7 | -0.81 | -1.74 | COc1ccc(C2c3ccc4ccccc4c3Oc3ncn(CCN4CCOCC4)c(=N)c32)cc1 (stereo unspecified) |
| 29.4 | -0.31 | -0.37 | CCCOC(=O)C1[C@H]2C(=O)N(C(C)c3ccc(OC)cc3)C[C@]23C=C[C@H]1O3 (stereo partly specified) |
| . | 0.16 | -0.74 | COc1ccc(C(C)=O)cc1CSc1nc2ccccc2c(=O)n1-c1ccccc1 |
| 10.3 | 0.41 | 0.67 | O=C1CC(CC(=O)N/N=C/c2ccccc2[N+](=O)[O-])=NN1 |
| -54.3 | 0.93 | 0.27 | CCN(CC)c1nc(SCCOC(=O)Nc2ccccc2)nc(N(CC)CC)n1 |
| -35.7 | -0.61 | -0.49 | COCCn1c(SCC(=O)NC(=O)NCc2ccccc2)nc2ccccc21 |
| . | -1.45 | -0.97 | O=C(NCCNc1ccc([N+](=O)[O-])cc1C(F)(F)F)c1ccccc1 |
| 0.0 | . | . | Cc1cc(Cl)ccc1OCC(=O)NNC(=O)c1cnccn1 |
| -25.0 | 0.39 | 1.1 | Cc1cc2nc(SCC(=O)O)nc(C)c2cc1C |
| . | -1.03 | -0.98 | COc1ccc(-c2nnc3n2-c2ccccc2SC3)cc1OC |
| . | 0.37 | 1.18 | COc1ccc(C(=O)N2CC3(CC(c4ccc(Cl)cc4)=NO3)C[C@H]2C(=O)NCC(N)=O)cc1 (stereo partly specified) |
| -6.7 | -2.11 | -2.36 | Cc1cc2ncn(CCCCOc3ccccc3)c2cc1C |
| 35.7 | -0.61 | -0.89 | CSc1nc2nccc(-c3ccc(-c4ccccc4)cc3)n2n1 |
| 30.4 | -0.04 | 0.59 | CCN(C(=O)c1ccc(NC(C)=O)cc1)c1ccccc1C |
| . | -0.61 | -1.77 | CCOc1ccc(N(CC(=O)NCc2ccc(OC)cc2)S(=O)(=O)c2c(C)noc2C)cc1 |
| . | -0.46 | -0.26 | CSc1nc(C)cc(OCC(=O)N/N=C/c2ccccc2O)n1 |
| -78.6 | 2.31 | 0.55 | O=c1c2ccccc2nc(COc2ccccc2)n1/N=C/c1cn[nH]c1-c1ccccc1 |
| 37.5 | 0.62 | 0.41 | CC(C)C(=O)Nc1ccc2c(c1)nc(CCN1CCN(C)CC1)n2C |
| -14.3 | -1.28 | -0.43 | COc1ccc(Cn2c(CCC(=O)NCc3ccco3)nc3cccnc32)cc1 |
| . | 0.16 | -0.22 | Cc1cccc(NC(=O)c2cccc(N3C(=O)C4C5CCC(C5)C4C3=O)c2)c1C (stereo unspecified) |
| 37.5 | . | . | CC(C(=O)NCC1CCCCC1)N(C)CC(=O)Nc1ccc(N2CCOCC2)cc1 (stereo unspecified) |
| -59.4 | -0.04 | -1.49 | CC(Sc1ccsc1[N+](=O)[O-])C(=O)NCCc1ccc(Cl)cc1 (stereo unspecified) |
| -102.9 | -0.2 | 0.27 | Cc1ccc(S(=O)(=O)N(C)C)cc1NC(=O)COC(=O)c1ccc2c(c1)OCO2 |
| . | -1.61 | -0.26 | COc1ccc(NC(=O)CSc2nc3c(cc2C#N)CN(C)CC3)cc1 |

The list goes on, overlapping the part above by four compounds.
| INS promoter inh | sdo1 growth Rescue 24 h | sdo1 growth | Compound |
| --- | --- | --- | --- |
| 37.5 | . | . | CC(C(=O)NCC1CCCCC1)N(C)CC(=O)Nc1ccc(N2CCOCC2)cc1 (stereo unspecified) |
| -59.4 | -0.04 | -1.49 | CC(Sc1ccsc1[N+](=O)[O-])C(=O)NCCc1ccc(Cl)cc1 (stereo unspecified) |
| -102.9 | -0.2 | 0.27 | Cc1ccc(S(=O)(=O)N(C)C)cc1NC(=O)COC(=O)c1ccc2c(c1)OCO2 |
| . | -1.61 | -0.26 | COc1ccc(NC(=O)CSc2nc3c(cc2C#N)CN(C)CC3)cc1 |
| 6.2 | -0.71 | -0.75 | N#Cc1ccc(NC(=O)c2nc(-c3ccccc3)n(-c3ccccc3)n2)cc1 |
| . | 0.67 | -0.06 | O=C(CN1C(=O)CCSc2ccccc21)Nc1cccc(F)c1 |
| -2.9 | 0.97 | 0.66 | CCCc1nnc(SCc2ccc(C(=O)OC)o2)n1N |
| -35.7 | -0.56 | -1.22 | O=c1c2ccccc2sn1-c1ccc(S(=O)(=O)N2CCCC2)cc1 |
| 50.0 | -1.08 | -1.15 | COc1ccc(Cn2c(-c3ccco3)nc3oc4ccccc4c(=O)c3c2=O)cc1 |
| -76.9 | . | . | CCOC(=O)n1c(=O)n(Cc2cccc(C)c2)c2ccccc21 |
| 21.1 | -0.88 | -0.01 | O=C(NS(=O)(=O)c1ccccc1)c1ccccc1F |
| -22.2 | 0.69 | -1.16 | CCOC(=O)N1CCN(S(=O)(=O)c2ccc(F)c(C(=O)Nc3ccc(C(C)C)cc3)c2)CC1 |
| -16.7 | -0.89 | 0.27 | CCn1c(=O)cc(O)c2c(=O)n(C)c(=O)n(C)c21 |
| 21.9 | -1.3 | -0.54 | Cc1ccc(NC(=O)c2cc(-n3cnnc3)ccc2Cl)c(C)c1 |
| -17.1 | 0.97 | 1.04 | Cn1c(CNC2CCCCC2)c(C#N)c2ccccc21 |
| -32.1 | 0.11 | 0.58 | CCCCC(=O)Nc1ccc(C(=O)Nc2nc(CC(=O)OCC)cs2)cc1 |
| 33.3 | . | . | CC(C)(C)n1ncc2c(=O)n(Cc3cccc(Cl)c3)cnc21 |
| 42.9 | 1.39 | 0.74 | Clc1cccc(Cl)c1COn1nnc2ccccc21 |
| -30.8 | 0.03 | 0.6 | O=Cc1ccc(OC(=O)C2CC(=O)N(c3ccc(F)cc3)C2)cc1 (stereo unspecified) |
| -83.3 | . | . | CCN1CCCc2cc(CN(CCN3CCOCC3)C(=S)Nc3ccc(OC)cc3)ccc21 |
| . | -0.55 | -1.19 | COc1ccc(NC2SC(=O)N(CC(=O)O)C2=O)cc1 (stereo unspecified) |
| -46.1 | 1.95 | 1.26 | CC(C)Cc1nc(C#N)c(N2CCC(C(N)=O)CC2)o1 |
| -22.1 | -0.49 | 0.25 | CCCS(=O)(=O)N1CCC(C(=O)NC2CCCC(C)C2C)CC1 (stereo unspecified) |
| ? | -0.02 | 0.16 | Cc1cccc(-c2nnc(N)s2)c1 |

Overlap with the part before: two compounds, then new ones.
| INS promoter inh | sdo1 growth Rescue 24 h | sdo1 growth | Compound |
| --- | --- | --- | --- |
| -22.1 | -0.49 | 0.25 | CCCS(=O)(=O)N1CCC(C(=O)NC2CCCC(C)C2C)CC1 (stereo unspecified) |
| ? | -0.02 | 0.16 | Cc1cccc(-c2nnc(N)s2)c1 |
| 30.2 | -1.47 | -2.13 | COc1ccc(C2SCCN2C(=S)Nc2ccc(Cl)cc2)cc1 (stereo unspecified) |
| -58.3 | -0.26 | 0.31 | CC(CNC(=O)c1ccc(C(C)(C)C)cc1)CN(C)C (stereo unspecified) |
| 25.0 | . | . | CCc1cc2cc(C)cc(C)c2[nH]c1=S |
| 14.3 | . | . | Cc1ccc(-c2csc(NC(=O)c3cccc([N+](=O)[O-])c3C(=O)O)n2)cc1 |
| -13.8 | -0.38 | -0.96 | O=S(=O)(NCCSc1ccccc1)c1ccc2c(c1)OCCO2 |
| -25.0 | 0.78 | 0.27 | CN(C(=O)Cn1nnc(-c2cccc(C(F)(F)F)c2)n1)C1CCCCC1 |
| . | -0.64 | 0.25 | COc1cc(C(=O)NCc2ccccc2)ccc1OC(F)F |
| -64.3 | 0.58 | 0.95 | Cc1cc(C)c(S(=O)(=O)n2ccc(-c3ccc(OCCN(C)c4ccccn4)cc3)n2)c(C)c1 |
| -20.6 | 2.77 | 2.21 | O=C(Nc1ccc(CN2CCCCC2)cc1)c1ccc2c(c1)OCO2 |
| 67.7 | 0.67 | 0.82 | CNC(=O)CN(C)S(=O)(=O)c1ccc(OC)c(Cl)c1 |
| 18.2 | -0.75 | -0.38 | N#CC1(c2ccccc2)CCCN1C(=O)c1ccc(Br)o1 (stereo unspecified) |
| 28.1 | 0.88 | 1.56 | O=C(C1CCCO1)N1CCN(C(=S)Nc2ccc(Cl)cc2)CC1 (stereo unspecified) |
| . | 0.38 | 0.66 | C#CC[N+](C)(C)CC#Cc1ccc(Cl)cc1 |
| 15.4 | -0.14 | -0.45 | O=C1C2ON(c3ccc(Cl)cc3)C(c3ccco3)C2C(=O)N1c1ccccc1 (stereo unspecified) |
| . | -0.34 | -0.73 | Cc1ccc(-n2c(C)cc(/C([O-])=C(/C(=S)Nc3ccc(F)c(Cl)c3)[n+]3ccccc3)c2C)cc1 |
| . | 1.03 | 1.03 | CCOc1ccc(CC(=O)Nc2ccc(S(=O)(=O)Nc3cc(C)on3)cc2)cc1OCC |
| -323.1 | . | . | Cc1ccc(C2=NN(S(=O)(=O)c3ccccc3)C(c3ccccc3O)C2)cc1 (stereo unspecified) |
| 14.3 | 0.06 | -0.38 | COC(=O)[C@H](Cc1ccccc1)NC(=O)O[C@@H]1C(=O)c2cc(OC)ccc2O[C@H]1c1ccc(OC)c(Br)c1 |
| 25.8 | 0.03 | 0.56 | Cc1ccc(OCC(=O)NNC(=O)C2CCN(c3nccc(C)n3)CC2)cc1 |
| -70.0 | . | . | COc1ccc(-c2nnc(Nc3ccc(S(=O)(=O)Nc4nccs4)cc3)c3ccccc23)cc1 |
| 5.6 | 1.15 | 1.29 | Cc1cc(=O)[nH]c(SCC(=O)Nc2ccc(S(=O)(=O)N3CCOCC3)cc2)n1 |
| 10.3 | -0.5 | -0.41 | Cc1ccc2nsnc2c1NC(=S)NC(=O)c1ccco1 |
| -66.7 | -0.91 | -1.27 | COC(=O)C(Cc1ccccc1)P(=O)(c1ccccc1)c1ccccc1 (stereo unspecified) |
| 6.2 | 0.11 | 0.75 | CC(=O)Nc1ccc(S(=O)(=O)N(c2cccnc2)S(=O)(=O)c2ccc(NC(C)=O)cc2)cc1 |
| 20.0 | -0.09 | 0.31 | CCN1C(=O)c2cccc3c(S(=O)(=O)NCc4ccccn4)ccc1c23 |
| -50.0 | -1.33 | -0.77 | COc1ccc2c(c1)c(=O)c(C(=O)c1ccccc1)cn2Cc1ccccc1 |
| 33.3 | 1.29 | -0.51 | Nc1c(S(=O)(=O)c2ccccc2)c2nc3ccccc3nc2n1/N=C/c1ccco1 |
| . | 1.07 | 1.06 | COC(=O)c1cc(NS(=O)(=O)c2ccc(N3CCOCC3)c(NC(C)=O)c2)cc(C(=O)OC)c1 |
| -9.7 | -0.15 | -0.32 | COc1ccc(N2C(=O)CC(Sc3nccc(C)n3)C2=O)cc1 (stereo unspecified) |
| . | -0.71 | -0.04 | O=C1c2ccccc2C(=O)N1c1ncccn1 |
| -26.3 | 1.27 | 0.25 | CCOC(=O)c1c(C)[nH]c(C(=O)CSc2ccccc2)c1C |
| 29.7 | 0.69 | 0.65 | Cn1cnnc1SCC(=O)Nc1sc2c(c1C#N)CCCCC2 |
| 6.7 | . | . | Cc1cc(SC2CCOC2=O)nc2ccccc12 (stereo unspecified) |
| . | -0.21 | 0.62 | CCNC(=S)N1CCC(c2nc3cc(C)c(C)cc3[nH]2)CC1 |
| -18.2 | 1.27 | 2.25 | CCCN=C(Nc1ccc(Cl)cc1)c1cccnc1 |
| 28.6 | -0.01 | 0.28 | CCCn1c(SCC(=O)c2ccc(CC)cc2)n[nH]c1=O |
| 13.3 | 0.93 | 0.9 | COc1ccc(C2C3C(C)=NN=C3CC(C)(O)C2C(C)=O)cc1 (stereo unspecified) |
| -57.1 | -0.09 | 0.05 | CC1CN(c2ccc(C(F)(F)F)cc2[N+](=O)[O-])CCN1S(C)(=O)=O (stereo unspecified) |
| 46.7 | . | . | Cc1cc(C)n2nc(SCC(=O)N(Cc3ccccc3)C3CCS(=O)(=O)C3)nc2n1 (stereo unspecified) |
| . | 1.4 | 1.14 | O=C(Nc1ccc(OC(F)(F)F)cc1)C1CCCN(S(=O)(=O)c2cccnc2)C1 (stereo unspecified) |
| 42.9 | -0.18 | -0.03 | O=C(c1cnc2n(c1=O)CCS2)N1CCc2ccccc21 |
| . | 0.03 | -0.12 | CCOC(=O)C(/C=N/c1cc(C)nn1-c1ccccc1)=C(\C)O |
| 0.0 | 0.17 | 0.06 | CCOC(=O)Cn1cc(C(=O)C2CC2)c2ccccc21 |
| -7.1 | 0.04 | 0.27 | CNc1nc2c(c(=O)[nH]c(=O)n2C)n1CCOC |
| 0.0 | . | . | O=C(/C=C/c1ccccc1)Nc1nc(-c2ccncc2)cs1 |
| 6.5 | -1.42 | -0.41 | O=C(NCC1COCCO1)C1CCN(S(=O)(=O)c2ccccc2)CC1 (stereo unspecified) |
| 0.0 | -0.01 | -0.06 | CCOC(=O)c1ccc(NC(=O)NS(=O)(=O)c2ccc(C)cc2)cc1 |
| . | 0.88 | 0.69 | CC(C)[C@H](NC(=O)c1ccc(Cl)c([N+](=O)[O-])c1)C(=O)NCc1ccc(F)cc1 |
| 3.2 | 1.53 | 1.05 | O=C(COc1nc2ccccc2nc1N1CCOCC1)NC1CCCCC1 |
| . | 0.7 | 0.59 | Nc1c(C(=O)NCc2cccnc2)sc(=S)n1-c1ccccc1 |

Not all compounds are listed (hit frequency here may not be typical).
